# Screening results: PubChem BioAssay, several laboratories
# STAT3 act = activators of IL-6 induced STAT3 signaling. AID 871. activation (% of control), % at 5.6 µM. actives 0.91% (n = 190,000). U3A cells, IL-6 STAT3-luciferase reporter, luminescence; 100% = signal with IL-6 EC80 alone;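 active means activation above the screen-wide mean of compound activation plus 3 SD, cut at about 130% in these data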;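 further: 0% = background luminescence of wells with medium and substrate only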
#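 Material: human U3A cells carrying STAT3-luciferase construct. Measured by: reporter luminescence signal. Timing: compound 1 h, then IL-6 6 h at 37 °C.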
# FLuc act counter = firefly luciferase counter-screen for stimulation assays | activation factor at 10 µM | 200,000 tested, under 10 active | ATPlite luciferase biochemical, luminescence, 10 min; 0 = ATP-free wells, 1 = DMSO control;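 active means luciferase activation factor, scaled between plate controls, of at least 2 with compound at 10 µM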
# Target sequence (P08659 whole entry, looked up): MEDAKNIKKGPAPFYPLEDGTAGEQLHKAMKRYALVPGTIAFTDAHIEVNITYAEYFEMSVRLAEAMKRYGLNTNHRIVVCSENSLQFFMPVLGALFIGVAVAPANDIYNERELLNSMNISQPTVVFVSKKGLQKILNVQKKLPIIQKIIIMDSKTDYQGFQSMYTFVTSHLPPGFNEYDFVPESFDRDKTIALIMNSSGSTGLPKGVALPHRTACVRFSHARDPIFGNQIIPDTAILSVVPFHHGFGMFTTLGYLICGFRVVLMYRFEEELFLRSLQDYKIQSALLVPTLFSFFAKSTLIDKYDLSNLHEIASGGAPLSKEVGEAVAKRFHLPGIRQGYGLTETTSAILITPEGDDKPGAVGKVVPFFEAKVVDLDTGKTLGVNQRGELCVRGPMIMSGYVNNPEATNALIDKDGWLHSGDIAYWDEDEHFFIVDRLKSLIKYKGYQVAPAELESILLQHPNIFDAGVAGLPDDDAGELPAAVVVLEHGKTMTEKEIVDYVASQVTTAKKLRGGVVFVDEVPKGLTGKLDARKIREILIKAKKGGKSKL
#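 System: luciferase plus luciferin reagent, cell-free; medium: PBS as buffer for the ATP substrate; dosing: test compounds dosed from 2 mM stocks in 100% DMSO; timing: 10 min post-reagent at room temperature; measured by: luminescence measurement of luciferase light output; evaluation: luciferase activation, seen as luminescence increase over controls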
# FLuc inhib CS = counter-screen for luciferase assay inhibitors: firefly luciferase inhibition; P08659; ATPLite firefly luciferase biochemical luminescence, 10 min; inhibition, % at 10 µM; actives 1.5% (n = 200,000); AID 1006;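 active means inhibition above about 50% when tested at 10 µM, limit read from the data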
# ROMK mod = modulators of human ROMK potassium channel; actives 2% (n = 130,000); B-score at 10 µM; AID 1918; P48048; Tet-inducible ROMK, thallium flux fluorescence; actives lie on both sides;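 active means signal ratio slope over the read window, or its plate-corrected B-score, at least 3 SD from the plate mean, either direction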;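 further: B-score of the F/F0 ratio slope over 7 to 12 s after thallium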
# Target sequence (P48048 whole entry, looked up): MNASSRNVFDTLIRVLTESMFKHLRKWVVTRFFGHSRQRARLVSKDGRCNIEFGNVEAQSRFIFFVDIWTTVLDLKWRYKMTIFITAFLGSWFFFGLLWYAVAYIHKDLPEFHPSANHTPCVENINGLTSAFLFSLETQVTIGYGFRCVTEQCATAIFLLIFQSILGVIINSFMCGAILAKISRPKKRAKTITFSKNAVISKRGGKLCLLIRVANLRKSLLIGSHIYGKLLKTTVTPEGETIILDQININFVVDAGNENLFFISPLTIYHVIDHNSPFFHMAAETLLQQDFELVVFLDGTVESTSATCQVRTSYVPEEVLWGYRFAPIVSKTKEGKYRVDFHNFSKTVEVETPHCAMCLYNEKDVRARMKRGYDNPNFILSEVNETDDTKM
# STAT3 inh = reduces IL-6 driven STAT3 reporter signal; U3A cells, IL-6 STAT3-luciferase reporter, luminescence; host cell line lacks STAT1; inhibition, % at 5.5 µM; actives 0.89% (n = 190,000);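 active means inhibition above the mean inhibition across all screened compounds plus 3 SD, cut at about 44% in these data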;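 further: 0% = DMSO only wells and 100% = 100 µM nifuroxazide control wells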
# APP transl inh = APP translation inhibition; SH-SY5Y APP 5'UTR-luciferase reporter, luminescence; inhibition, % at 2 µM; actives 0.82% (n = 190,000); AID 1285;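 active means inhibition above a set limit, derived from the sample mean plus 3 SD, cut at about 45% in these data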; further: values of inactives mirror those of a sister screen read the other way
# APP 5'UTR act = APP 5'UTR luciferase reporter activation. actives 1% (n = 190,000). AID 1276. SH-SY5Y APP 5'UTR luciferase reporter, luminescence; zero percent = DMSO vehicle wells. activation, % at 2 µM;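 active means activation above a set limit, based on mean plus 3 SD of controls, cut at about 140% in these data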; further: values of inactives mirror those of a sister screen read the other way
# NF-kB neuron act = NF-kB expression increase, human neuronal cells | NF-kB reporter expression; hits give high values | fold change at 12.5 µM | actives 1.6% (n = 190,000) | AID 1239; in the data active means fold change above about 3.3
# STAT1 activator = activators of IFN-gamma induced STAT1 signaling; actives 2.6% (n = 200,000); NIH 3T3 STAT1-luciferase reporter, luminescence; 100% = IFN-gamma alone, no compound; activation (% of control), % at 5.5 µM;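 active means activation above the screen-wide mean activation plus 3 SD, cut at about 130% in these data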;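 further: raw ratio to IFN-gamma control signal so 100% means no change and 0% no light; values of inactives mirror those of a sister screen read the other way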
# STAT1 blocker = reduces IFN-gamma driven STAT1 reporter signal. NIH 3T3 STAT1-luciferase reporter, luminescence. inhibition, % at 5.5 µM. actives 0.35% (n = 200,000). AID 920;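 active means inhibition above a set limit, the mean inhibition across all tested compounds plus 3 SD, cut at about 34% in these data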;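 further: 0% = IFN-gamma with DMSO and 100% = IFN-gamma with 300 µM nifuroxazide; values of inactives mirror those of a sister screen read the other way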
# An asterisk follows results filed as active; / = no result given.
SMILES,STAT3 act,FLuc act counter,FLuc inhib CS,ROMK mod,STAT3 inh,APP transl inh,APP 5'UTR act,NF-kB neuron act,STAT1 activator,STAT1 blocker
COc1ccc(OCC(=O)Nc2ncc3c(n2)CC(C)(C)CC3=O)cc1,104,1.1,-6,0.52,-2,21,-21,1.1,102,-2
COC(=O)c1ccccc1NC(=S)N(Cc1ccc2c(c1)OCO2)Cc1cc2ccc(OC)cc2[nH]c1=O,104,1,-1,0.24,4,25,-25,0.33,114,-15
CC(C)C(NC(=O)C12CC3CC(CC(C3)C1)C2)C(=O)O (stereo unspecified),101,1,-3,0.17,8,-5,5,1.1,97,3
O=C(O)C1CCN(C(=O)COc2ccc3c4c(c(=O)oc3c2)CCC4)CC1,99,1,2,0.18,7,0,0,0.94,97,3
O=C(Cn1[nH]c(=O)c2ccccc2c1=O)N1CC=C(c2ccccc2)CC1,97,1.1,-7,-0.48,3,-14,14,0.92,93,5
Cc1ccc(N2C(=O)N(CC(=O)C(C)(C)C)c3ccccc3S2(=O)=O)cc1,101,1,1,0.65,8,-8,8,0.75,91,10
Cc1ccc2c(c1)N(CC(=O)NCc1cccs1)C(=O)C(C)O2 (stereo unspecified),105,1.1,-6,/,-1,8,-8,1.1,103,-4
COCc1cc(C)nc(OCC(=O)N/N=C/c2ccccc2)c1C#N,83,1,0,-0.016,22,-4,4,1.2,89,10
N/C(=N\c1nc2c(c(=O)[nH]1)CCCC2)Nc1ccccc1,88,1,-2,-1.8,17,-3,3,1,95,5
CCN(CC)CCN(C)Cc1ccc(Br)cc1,94,1,4,-0.94,7,/,/,1.3,94,8

# Rewritten with values under each structure: part of the list above.
# Values run as follows: STAT3 act | FLuc act counter | FLuc inhib CS | ROMK mod | STAT3 inh | APP transl inh | APP 5'UTR act | NF-kB neuron act | STAT1 activator | STAT1 blocker
COc1ccc(OCC(=O)Nc2ncc3c(n2)CC(C)(C)CC3=O)cc1
→ 104 | 1.1 | -6 | 0.52 | -2 | 21 | -21 | 1.1 | 102 | -2
COC(=O)c1ccccc1NC(=S)N(Cc1ccc2c(c1)OCO2)Cc1cc2ccc(OC)cc2[nH]c1=O
→ 104 | 1 | -1 | 0.24 | 4 | 25 | -25 | 0.33 | 114 | -15

# (list continues)
SMILES,STAT3 act,FLuc act counter,FLuc inhib CS,ROMK mod,STAT3 inh,APP transl inh,APP 5'UTR act,NF-kB neuron act,STAT1 activator,STAT1 blocker
Cc1snc(SCC(=O)N/N=C(\N)COc2cccc(C(F)(F)F)c2)c1C#N,92,1.1,-6,-0.16,16,-5,5,0.95,105,-6
Cc1ccc(Nc2nc(/N=C/NO)n[nH]2)cc1C,109,1,-1,-0.27,2,-43,43,1.2,118,-21
C/C(=N/OCO/N=C(\C)c1ccccc1)c1ccccc1,106,1.1,-8,/,-7,-2,2,1.1,99,1
CCOC(=O)c1c(C(C)(C)C)oc2ccc(OCC#N)cc12,106,1,-4,/,2,7,-7,1.1,102,-2
C=CCc1c(O)nc(SCC(=O)c2ccccc2)[nH]c1=O,106,1,-4,/,-3,-1,1,1.4,99,2
O=C(Nc1nccs1)c1cnccn1,97,1.1,-5,/,8,-11,11,1.3,96,4
COc1ccc(/C=N/n2cc(-c3ccc(OC)cc3)nc2N)cc1,87,1,4,/,18,-4,4,1.3,107,-8
COc1ccccc1CNC(=O)CSc1ccc(C(=O)Nc2ccccc2OC)cc1[N+](=O)[O-],96,1,-4,-0.88,8,-4,4,1,96,5
Cc1cc(C(=O)CSc2nnc3ccccn23)c(C)n1-c1ccccc1,18,0.3,75*,0.19,96*,20,-20,0.41,41,67*
COCCNC(=O)C(c1ccc(F)cc1)N(CCOC)C(=O)CCC(=O)Nc1nccs1 (stereo unspecified),103,1.1,-5,/,0,-17,17,0.96,99,1

# 3 entries drawn at random from those above:
SMILES,STAT3 act,FLuc act counter,FLuc inhib CS,ROMK mod,STAT3 inh,APP transl inh,APP 5'UTR act,NF-kB neuron act,STAT1 activator,STAT1 blocker
Cc1cc(C(=O)CSc2nnc3ccccn23)c(C)n1-c1ccccc1,18,0.3,75*,0.19,96*,20,-20,0.41,41,67*
Cc1ccc2c(c1)N(CC(=O)NCc1cccs1)C(=O)C(C)O2 (stereo unspecified),105,1.1,-6,/,-1,8,-8,1.1,103,-4
N/C(=N\c1nc2c(c(=O)[nH]1)CCCC2)Nc1ccccc1,88,1,-2,-1.8,17,-3,3,1,95,5

# Record cards (already shown). Order of values: STAT3 act	FLuc act counter	FLuc inhib CS	ROMK mod	STAT3 inh	APP transl inh	APP 5'UTR act	NF-kB neuron act	STAT1 activator	STAT1 blocker
# Record of Cc1snc(SCC(=O)N/N=C(\N)COc2cccc(C(F)(F)F)c2)c1C#N : 92	1.1	-6	-0.16	16	-5	5	0.95	105	-6
# Record of CCOC(=O)c1c(C(C)(C)C)oc2ccc(OCC#N)cc12 : 106	1	-4	/	2	7	-7	1.1	102	-2

# The listing continues.
SMILES,STAT3 act,FLuc act counter,FLuc inhib CS,ROMK mod,STAT3 inh,APP transl inh,APP 5'UTR act,NF-kB neuron act,STAT1 activator,STAT1 blocker
COC(=O)c1c(C)nc(C)c(C(=O)OC)c1-c1ccc(OC)c(OC)c1,95,1,-1,0.074,12,10,-10,1.1,107,-8
CCN(c1ccccc1)S(=O)(=O)c1ccc(C(=O)OC(C)C(=O)NCCC2=CCCCC2)cc1 (stereo unspecified),83,1.1,-6,/,22,-6,6,0.78,101,-2
COC(=O)c1ccc2c(=O)[nH]c(CSc3nc(-c4ccc(F)cc4)cs3)nc2c1,106,1.1,-6,-0.38,2,-5,5,1.1,102,-2
CN(CC(O)COc1ccc(S(=O)(=O)N2CCOCC2)cc1)C1CCCCC1 (stereo unspecified),100,1.1,-8,-0.00085,1,2,-1,0.9,97,3
CCOC(=O)C1=C(C)NC2=C(C1c1ccc([N+](=O)[O-])cc1)S(=O)(=O)c1ccccc12 (stereo unspecified),106,1,-1,-0.4,-7,8,-8,0.34,102,-2
N#CC(C#N)=Cc1cn(-c2ncc(C(F)(F)F)cc2Cl)c2ccccc12,102,1.1,-7,/,3,-13,13,0.9,109,-10
O=C(CCCc1nc2ccccc2s1)NCc1ccc(F)cc1,99,1,-2,-1.2,-2,3,-3,1.1,94,9
Cc1csc(NC(=O)C(F)(F)F)n1,108,1,-4,-1.4,-10,17,-17,0.99,106,-7
Cc1ccc(S(=O)(=O)N(CC(O)CN2CCOCC2)c2cc(Cl)ccc2Cl)cc1 (stereo unspecified),104,1.1,-7,-2,1,-6,6,1.1,103,-3
Cc1sc(NC(=S)NC(=O)c2cccs2)nc1-c1ccc(C(C)C)cc1,101,1.1,-8,1.5,4,-10,10,0.91,98,2
CC1(c2ccccc2)CC(C)(C)N2C(=O)C(=O)c3cccc1c32 (stereo unspecified),102,1.1,-10,0.023,0,-13,13,1.1,90,10
Cc1noc(C)c1S(=O)(=O)N1CCCC(C(=O)N2CCc3ccccc3C2)C1 (stereo unspecified),109,1,-4,/,-2,-7,7,1.1,99,1
CCCCCOP(=O)(c1ccccc1)c1ccccc1,105,1,0,/,-8,-1,1,1,98,3
CCCCNC(=O)NC1CCCC1,101,1.1,-10,0.33,2,-2,2,1.2,94,6
COc1cccc(C2C(C(=O)OCc3ccccc3)=C(C)Nc3ncnn32)c1OC (stereo unspecified),95,1,-2,/,14,-2,2,0.84,100,0
Cc1ccc(S(=O)(=O)C(C)C(=O)NCCS(=O)(=O)c2ccc(Cl)cc2)cc1 (stereo unspecified),106,1,-1,-0.54,-3,17,-17,0.92,97,3
O=C(O)CCC(=O)NNC(=O)c1cccc(Br)c1,95,1,0,0.35,4,11,-11,1.1,101,-1
COC(=O)c1nn(-c2ccccc2)nc1-c1nn(-c2ccccc2)nc1C(=O)OC,102,0.8,20,/,1,4,-4,1.3,120,-21
Cc1ccc(CNC(=S)Nc2ccc(C)c([N+](=O)[O-])c2)cc1,99,1,-1,/,4,-14,14,1,103,-3
Cc1sc(NC(=O)C2CC=CCC2C(=O)O)c(C(=O)OC(C)C)c1C (stereo unspecified),93,1,2,0.057,13,-3,3,1.1,97,3

# An excerpt from above in order of heavy-atom count, smallest number first:
SMILES,STAT3 act,FLuc act counter,FLuc inhib CS,ROMK mod,STAT3 inh,APP transl inh,APP 5'UTR act,NF-kB neuron act,STAT1 activator,STAT1 blocker
Cc1ccc(CNC(=S)Nc2ccc(C)c([N+](=O)[O-])c2)cc1,99,1,-1,/,4,-14,14,1,103,-3
Cc1ccc(S(=O)(=O)C(C)C(=O)NCCS(=O)(=O)c2ccc(Cl)cc2)cc1 (stereo unspecified),106,1,-1,-0.54,-3,17,-17,0.92,97,3
COc1cccc(C2C(C(=O)OCc3ccccc3)=C(C)Nc3ncnn32)c1OC (stereo unspecified),95,1,-2,/,14,-2,2,0.84,100,0

# Continued.
SMILES,STAT3 act,FLuc act counter,FLuc inhib CS,ROMK mod,STAT3 inh,APP transl inh,APP 5'UTR act,NF-kB neuron act,STAT1 activator,STAT1 blocker
Cc1cc(C)n2cc(CSCC(=O)O)nc2n1,103,1.1,-6,0.61,-1,-15,15,1.1,93,7
CCCCc1nc(Cl)c(C#N)c2c1CSC(C)(C)C2,111,1.1,-9,0.057,-15,-20,20,1.4,89,12
CCCc1[nH]nc2c1C(c1cccc(OC)c1)C(C#N)=C(N)O2 (stereo unspecified),101,1.1,-5,0.033,-2,-6,6,1.2,96,4
COc1ccc(N2C(=O)NC3CC2(C)Oc2ccccc23)cc1OC (stereo unspecified),102,1.2,-15,0.55,1,-7,7,0.82,98,2
COc1cccc(NC(=O)C(Cc2ccccc2)NC(=O)C2CCC(C)CC2)c1 (stereo unspecified),110,1.1,-7,0.046,-14,-2,2,0.98,97,3
O=C(CSc1nnc(-c2cccs2)n1-c1ccccc1)NCC1CCCO1 (stereo unspecified),100,1,-2,0.4,3,6,-6,1.2,101,-1

# Outcome played no part in choosing rows; about 7.1% have a hit in one of these screens.
